ARFGAP1 inh – inhibitors of rat ARFGAP1 | Q62848 | Arfgap1-stimulated ARF1 GTP hydrolysis, GDP FP detection | inhibition, % at 16.5 µM | actives 0.26% (n = 360,000);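 active = inhibition above a per-plate limit, mean inhibition of low control wells plus 3 SD, cut at about 25% in these data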;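 also: 0% = DMSO wells with enzyme and 100% = wells lacking Arfgap1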
Target sequence (Q62848 1-136 limits assumed): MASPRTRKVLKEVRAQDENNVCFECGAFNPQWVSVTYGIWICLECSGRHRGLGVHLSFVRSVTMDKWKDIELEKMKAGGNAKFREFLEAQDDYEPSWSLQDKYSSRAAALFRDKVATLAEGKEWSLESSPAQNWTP
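system = rat Arfgap1 catalytic domain, aa 1-136 | technique = FP, GDP Alexa 633 tracer displaced from anti-GDP antibody, 620/688 nm | compound = one concentration, 16.5 µM, DMSO 1.26% | medium = HEPES-based buffer, pH 7.5 | timing = compound-enzyme preincubation 20 min, reaction 120 min, detection 60 min, 25 °C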
PLCb3 inh – PLC-beta3 (human) inhibition, primary screen | Q01970 | Purified PLC-beta3, fluorogenic substrate, fluorescence | inhibition, % at 12.2 µM | actives 0.18% (n = 370,000) | AID 720704; in the data active = inhibition above about 11%;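 also: 0% = median of compound wells on plate and 100% = full blocker control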
PLCg1 inh – inhibitors of human phospholipase C gamma1; inhibition, % at 12.2 µM; purified PLC-gamma1, fluorogenic substrate, fluorescence; actives 0.84% (n = 370,000); P19174; in the data active = inhibition above about 9.5%
ASAP1 GAP inh – inhibitors of human ASAP1 ArfGAP activity; Q9ULH1; ASAP1-stimulated ARF1 GTP hydrolysis, GDP FP detection; inhibition, % at 16.5 µM; actives 0.19% (n = 360,000); in the data active = inhibition above about 25%;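 also: 0% = vehicle with enzyme and substrate and 100% = no enzyme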
ADAM10 inh – ADAM10 inhibition, QFRET primary screen; O14672; recombinant ADAM10, EDANS/DABCYL FRET peptide cleavage, 3 h; inhibition, % at 7 µM; actives 0.62% (n = 370,000); AID 720582;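 active = inhibition above a per-campaign cutoff equal to the mean of compounds falling between control-based bounds plus 3 SD, cut at about 20% in these data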;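 also: 0% = DMSO wells while the 100% control is not disclosed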
ADAM17 inh – inhibitors of human ADAM17. P78536. recombinant ADAM17, EDANS/DABCYL FRET peptide cleavage. inhibition, % at 6.95 µM. actives 0.83% (n = 370,000). AID 720648;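 active = inhibition above the mean of compounds lying between control limits plus 3 SD, set per campaign, cut at about 8.5% in these data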;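 also: 0% = DMSO-only wells as the low control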
DDE Tn6 FP inh – disrupts Tn6 cyclic peptide binding to fibrin D-Dimer-E complex | Fibrin DD(E) TRITC-Tn6 fluorescence polarization displacement | AID 720509 | actives 0.21% (n = 370,000) | inhibition, % at 8.3 µM;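 active = inhibition above a per-campaign cutoff: mean of compounds within control limits plus 3 SD, cut at about 15% in these data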;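 also: 0% = median of all compound wells on the plate and 100% = blocking peptide control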
Target sequence (P02675 whole entry, looked up): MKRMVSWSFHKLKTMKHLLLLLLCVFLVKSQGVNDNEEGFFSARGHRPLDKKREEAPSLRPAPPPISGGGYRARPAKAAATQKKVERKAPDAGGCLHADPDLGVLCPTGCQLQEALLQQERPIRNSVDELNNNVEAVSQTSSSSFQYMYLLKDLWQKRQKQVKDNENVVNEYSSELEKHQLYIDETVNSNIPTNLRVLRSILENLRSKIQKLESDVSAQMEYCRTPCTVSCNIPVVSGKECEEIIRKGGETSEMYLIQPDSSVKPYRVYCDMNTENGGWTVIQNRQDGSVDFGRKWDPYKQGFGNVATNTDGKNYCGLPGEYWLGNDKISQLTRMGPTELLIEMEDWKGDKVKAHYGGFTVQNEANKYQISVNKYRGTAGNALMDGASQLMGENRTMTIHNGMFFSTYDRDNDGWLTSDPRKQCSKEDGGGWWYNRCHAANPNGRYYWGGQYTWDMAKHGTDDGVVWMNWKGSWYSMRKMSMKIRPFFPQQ
TDP2 inh – TDP2 (human) inhibition, absorbance primary screen | O95551 | recombinant TDP2, T5PNP hydrolysis, p-nitrophenol absorbance 415 nm | inhibition, % at 12.8 µM | actives 0.34% (n = 370,000) | AID 720702;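 active = inhibition above the mean of all tested compounds plus 3 SD, set per campaign, cut at about 25% in these data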;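 also: 0% = DMSO with enzyme and 100% = buffer with substrate but no TDP2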
Target sequence (O95551 whole entry, looked up): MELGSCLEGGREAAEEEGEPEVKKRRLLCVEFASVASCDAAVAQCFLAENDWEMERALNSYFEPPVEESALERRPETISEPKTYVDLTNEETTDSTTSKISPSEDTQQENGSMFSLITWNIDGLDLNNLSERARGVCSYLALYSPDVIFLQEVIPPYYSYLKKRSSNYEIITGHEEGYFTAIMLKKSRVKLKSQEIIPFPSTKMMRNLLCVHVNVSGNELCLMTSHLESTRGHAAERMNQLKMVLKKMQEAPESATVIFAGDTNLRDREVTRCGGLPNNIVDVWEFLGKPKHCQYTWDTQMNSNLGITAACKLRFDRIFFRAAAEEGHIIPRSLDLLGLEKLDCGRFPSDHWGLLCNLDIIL
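Assay system: Recombinant human TDP2 | Quantity: 120 nM TDP2 per well | Incubation: 2 h at 37 °C | Signal: Epi absorbance | Evaluation: Percent inhibition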
SIAE inh – human SIAE inhibition, primary screen. SIAE FP-Rh probe binding, fluorescence polarization. inhibition, % at 9.66 µM. actives 0.69% (n = 370,000). AID 1053197;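 active = inhibition above a cutoff: mean of compounds within the control limits plus 3 SD of those, cut at about 17% in these data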;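 also: 0% = plate median of compound wells and 100% = probe without SIAE protein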
Tn7 DDE FP – inhibitors of Tn7 peptide binding to human fibrin DD(E); P02675; FP displacement of FITC-Tn7 peptide from fibrin DD(E); 0% = median of compound wells per plate; inhibition, % at 8.3 µM; actives 0.13% (n = 370,000);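 active = inhibition above the mean of compounds falling within the control limits plus 3 SD of them, cut at about 14% in these data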;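 also: 0% = plate median of compound wells and 100% = 10 µM Aha-Tn7 peptide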
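Assay system: Fibrin-DD(E) protein isolated from polymerized human fibrin clots; read-out basis: percent inhibition; medium: Tris/NaCl/CaCl2 buffer, pH 7.8; signal: FP measurement; incubation: 10 min plus 3 h, room temperature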
* hit, by the source's call.

How did CCn1cc(C(=O)Nc2ccc(Oc3cccnc3)cc2)c2ccccc21 do in these assays?
ARFGAP1 inh: 6; PLCb3 inh: -1; PLCg1 inh: 4; ASAP1 GAP inh: 17; ADAM10 inh: -2; ADAM17 inh: 1; DDE Tn6 FP inh: -8; TDP2 inh: -14; SIAE inh: -4; Tn7 DDE FP: 3

How did CCOC(=O)C1=CCN(S(=O)(=O)c2ccc(C)cc2)C1c1ccc(Cl)cc1 (stereo not drawn) do in these assays?
ARFGAP1 inh: -2; PLCb3 inh: 6; PLCg1 inh: 3; ASAP1 GAP inh: 19; ADAM10 inh: 12; ADAM17 inh: 6; DDE Tn6 FP inh: -4; TDP2 inh: -4; SIAE inh: 1; Tn7 DDE FP: -8

How did COc1ccc(-c2cc(C(=O)Nc3c(C)nn(Cc4ccccc4Cl)c3C)no2)cc1OC do in these assays?
ARFGAP1 inh: 10; PLCb3 inh: 0; PLCg1 inh: 0; ASAP1 GAP inh: 2; ADAM10 inh: 5; ADAM17 inh: -1; DDE Tn6 FP inh: 4; TDP2 inh: 9; SIAE inh: -1; Tn7 DDE FP: -1

What do the screens show for `O=C(COC(=O)C1c2ccccc2Oc2ccccc21)NC1CCS(=O)(=O)C1` (stereo not drawn)?
ARFGAP1 inh: 2; PLCb3 inh: -14; PLCg1 inh: -13; ASAP1 GAP inh: 13; ADAM10 inh: -17; ADAM17 inh: -10; DDE Tn6 FP inh: -6; TDP2 inh: 1; SIAE inh: 0; Tn7 DDE FP: 5

How did Cc1cc2ncn(/N=C/c3ccc([N+](=O)[O-])s3)c2cc1C do in these assays?
ARFGAP1 inh: -3; PLCb3 inh: 0; PLCg1 inh: 2; ASAP1 GAP inh: -6; ADAM10 inh: 1; ADAM17 inh: -1; DDE Tn6 FP inh: 5; TDP2 inh: 4; SIAE inh: 4; Tn7 DDE FP: 3

Results for O=C(CNC(=O)CNC(=O)c1ccc(Cl)cc1Cl)NCc1cccc(Cl)c1 ?
ARFGAP1 inh: 4; PLCb3 inh: -1; PLCg1 inh: 1; ASAP1 GAP inh: -20; ADAM10 inh: 2; ADAM17 inh: 0; DDE Tn6 FP inh: 1; TDP2 inh: 2; SIAE inh: 0; Tn7 DDE FP: 4

What do the screens show for `Cc1ccc(NC(=O)CC(NCC2CCCO2)C(=O)O)cc1C` (stereo not drawn)?
ARFGAP1 inh: -2; PLCb3 inh: 8; PLCg1 inh: 2; ASAP1 GAP inh: 5; ADAM10 inh: 7; ADAM17 inh: 4; DDE Tn6 FP inh: 1; TDP2 inh: -18; SIAE inh: -9; Tn7 DDE FP: -6

Results for Cc1ccc(C(=O)CSc2nc3ccccc3c(=O)[nH]2)cc1C ?
ARFGAP1 inh: -9; PLCb3 inh: -1; PLCg1 inh: 2; ASAP1 GAP inh: -13; ADAM10 inh: -6; ADAM17 inh: 0; DDE Tn6 FP inh: 0; TDP2 inh: 0; SIAE inh: -3; Tn7 DDE FP: 7

How did Fc1cccc(CNC2CCC23CCC(c2ccccc2)CC3)c1 (stereo not drawn) do in these assays?
PLCb3 inh: 0; PLCg1 inh: -2; ADAM10 inh: 1; ADAM17 inh: 1; DDE Tn6 FP inh: 2; TDP2 inh: -5; SIAE inh: -5; Tn7 DDE FP: 5

Results for Cc1onc(-c2c(F)cccc2Cl)c1C(=O)Nc1cccc(S(=O)(=O)N2CCCCC2)c1 ?
ARFGAP1 inh: -1; PLCb3 inh: -5; PLCg1 inh: 1; ASAP1 GAP inh: 6; ADAM10 inh: 2; ADAM17 inh: 4; DDE Tn6 FP inh: -2; TDP2 inh: 0; SIAE inh: 0; Tn7 DDE FP: 2

What do the screens show for `COc1ccc(-c2cc(C(F)(F)F)nc(SCC(=O)Nc3ccc4c(c3)OCO4)n2)cc1OC`?
ARFGAP1 inh: 1; PLCb3 inh: -9; PLCg1 inh: -6; ASAP1 GAP inh: 5; ADAM10 inh: -7; ADAM17 inh: -2; DDE Tn6 FP inh: 6; TDP2 inh: 1; SIAE inh: -15; Tn7 DDE FP: -4

Results for c1ccc(CNc2nc3ccccc3n3cnnc23)cc1 ?
ARFGAP1 inh: -6; PLCb3 inh: -4; PLCg1 inh: -1; ASAP1 GAP inh: 11; ADAM10 inh: -13; ADAM17 inh: -3; DDE Tn6 FP inh: -4; TDP2 inh: 3; SIAE inh: 1; Tn7 DDE FP: -4

How did COc1ccc(OCC(=O)Nc2ccc(N3CCOCC3)cc2)c([N+](=O)[O-])c1 do in these assays?
ARFGAP1 inh: -6; PLCb3 inh: -1; PLCg1 inh: 4; ASAP1 GAP inh: 3; ADAM10 inh: 4; ADAM17 inh: 3; DDE Tn6 FP inh: -2; TDP2 inh: -4; SIAE inh: -5; Tn7 DDE FP: -6

How did COc1ccc(CN2CCN(Cc3cc4ccccc4o3)CC2CCO)cc1C (stereo not drawn) do in these assays?
ARFGAP1 inh: 8; PLCb3 inh: -4; PLCg1 inh: -1; ASAP1 GAP inh: -1; ADAM10 inh: 0; ADAM17 inh: -1; DDE Tn6 FP inh: -2; TDP2 inh: 9; SIAE inh: 4; Tn7 DDE FP: -8

What do the screens show for `C#CCOCCOCCOCCNc1nc(N2CCN(C(=O)[C@H](CO)n3cc([C@@H](N)C(C)C)nn3)CC2)nc(N2CCN(C(=O)[C@H](CCC(=O)O)n3cc([C@@H](N)CCCCN)nn3)CC2)n1`?
ARFGAP1 inh: -6; PLCb3 inh: 0; PLCg1 inh: 6; ASAP1 GAP inh: 5; ADAM10 inh: -4; ADAM17 inh: -1; DDE Tn6 FP inh: 8; TDP2 inh: -4; SIAE inh: 3; Tn7 DDE FP: -6

What do the screens show for `Cc1cc(C(=O)COC(=O)CC2Sc3ccccc3NC2=O)c(C)n1-c1cccc(C(F)(F)F)c1` (stereo not drawn)?
ARFGAP1 inh: -4; PLCb3 inh: 0; PLCg1 inh: -1; ASAP1 GAP inh: 16; ADAM10 inh: 0; ADAM17 inh: -2; DDE Tn6 FP inh: 4; TDP2 inh: 7; SIAE inh: -18; Tn7 DDE FP: 5

What do the screens show for `COc1cccc(NC(=O)CN(C)C(C)C(=O)NC(C)c2ccc(Cl)cc2Cl)c1` (stereo not drawn)?
ARFGAP1 inh: 12; PLCb3 inh: 2; PLCg1 inh: 3; ASAP1 GAP inh: 5; ADAM10 inh: 16; ADAM17 inh: -1; DDE Tn6 FP inh: -5; TDP2 inh: 2; SIAE inh: -7; Tn7 DDE FP: -6

What do the screens show for `Cc1ccc2nc(N3CCOCC3)c(C=O)c(=O)n2c1`?
ARFGAP1 inh: 0; PLCb3 inh: -4; PLCg1 inh: 0; ASAP1 GAP inh: 12; ADAM10 inh: 2; ADAM17 inh: 0; DDE Tn6 FP inh: 4; TDP2 inh: -17; SIAE inh: 0; Tn7 DDE FP: -1

Results for O=C(CSc1ccccc1C(=O)O)c1ccc([N+](=O)[O-])cc1 ?
ARFGAP1 inh: -6; PLCb3 inh: -4; PLCg1 inh: 0; ASAP1 GAP inh: 5; ADAM10 inh: -12; ADAM17 inh: -4; DDE Tn6 FP inh: -7; TDP2 inh: -14; SIAE inh: -4; Tn7 DDE FP: 3

What do the screens show for `O=S(=O)(N/N=C/c1ccc2c(c1)OCCO2)c1ccccc1`?
ARFGAP1 inh: -2; PLCb3 inh: 1; PLCg1 inh: -3; ASAP1 GAP inh: -13; ADAM10 inh: 2; ADAM17 inh: -1; DDE Tn6 FP inh: 4; TDP2 inh: 3; SIAE inh: 4; Tn7 DDE FP: 5

What do the screens show for `Oc1c(CN2CCOCC2)cc(CN2CCOCC2)c(O)c1O`?
ARFGAP1 inh: 2; PLCb3 inh: 3; PLCg1 inh: 6; ASAP1 GAP inh: -2; ADAM10 inh: -7; ADAM17 inh: 3; DDE Tn6 FP inh: -2; TDP2 inh: -8; SIAE inh: 9; Tn7 DDE FP: -1

Results for CC(=O)c1ccccc1NS(C)(=O)=O ?
ARFGAP1 inh: -8; PLCb3 inh: 3; PLCg1 inh: 4; ASAP1 GAP inh: 5; ADAM10 inh: 4; ADAM17 inh: 2; DDE Tn6 FP inh: -4; TDP2 inh: -1; SIAE inh: -6; Tn7 DDE FP: -6

Results for Cc1cc(C)cc(NC(=O)C2CCCN(c3ncccn3)C2)c1 (stereo not drawn) ?
ARFGAP1 inh: 6; PLCb3 inh: -5; PLCg1 inh: -1; ASAP1 GAP inh: 3; ADAM10 inh: -6; ADAM17 inh: -2; DDE Tn6 FP inh: 5; TDP2 inh: 4; SIAE inh: -5; Tn7 DDE FP: 7

Results for Cc1ccc(NCCCn2cnc3c(OCc4ccccc4)ncnc32)cc1C ?
ARFGAP1 inh: 3; PLCb3 inh: 0; PLCg1 inh: 0; ASAP1 GAP inh: -16; ADAM10 inh: 9; ADAM17 inh: 3; DDE Tn6 FP inh: 3; TDP2 inh: -4; SIAE inh: 7; Tn7 DDE FP: 4

Results for CCCCCC1CC(CC(=O)O)C(=O)O1 (stereo not drawn) ?
ARFGAP1 inh: -2; PLCb3 inh: 1; PLCg1 inh: 1; ASAP1 GAP inh: -1; ADAM10 inh: -11; ADAM17 inh: -2; DDE Tn6 FP inh: -2; TDP2 inh: 3; SIAE inh: 0; Tn7 DDE FP: -5

Entries shown so far containing a COOH group, in the order listed:
What do the screens show for `Cc1ccc(NC(=O)CC(NCC2CCCO2)C(=O)O)cc1C` (stereo not drawn)?
ARFGAP1 inh: -2; PLCb3 inh: 8; PLCg1 inh: 2; ASAP1 GAP inh: 5; ADAM10 inh: 7; ADAM17 inh: 4; DDE Tn6 FP inh: 1; TDP2 inh: -18; SIAE inh: -9; Tn7 DDE FP: -6

What do the screens show for `C#CCOCCOCCOCCNc1nc(N2CCN(C(=O)[C@H](CO)n3cc([C@@H](N)C(C)C)nn3)CC2)nc(N2CCN(C(=O)[C@H](CCC(=O)O)n3cc([C@@H](N)CCCCN)nn3)CC2)n1`?
ARFGAP1 inh: -6; PLCb3 inh: 0; PLCg1 inh: 6; ASAP1 GAP inh: 5; ADAM10 inh: -4; ADAM17 inh: -1; DDE Tn6 FP inh: 8; TDP2 inh: -4; SIAE inh: 3; Tn7 DDE FP: -6

Results for O=C(CSc1ccccc1C(=O)O)c1ccc([N+](=O)[O-])cc1 ?
ARFGAP1 inh: -6; PLCb3 inh: -4; PLCg1 inh: 0; ASAP1 GAP inh: 5; ADAM10 inh: -12; ADAM17 inh: -4; DDE Tn6 FP inh: -7; TDP2 inh: -14; SIAE inh: -4; Tn7 DDE FP: 3

Results for CCCCCC1CC(CC(=O)O)C(=O)O1 (stereo not drawn) ?
ARFGAP1 inh: -2; PLCb3 inh: 1; PLCg1 inh: 1; ASAP1 GAP inh: -1; ADAM10 inh: -11; ADAM17 inh: -2; DDE Tn6 FP inh: -2; TDP2 inh: 3; SIAE inh: 0; Tn7 DDE FP: -5
